Source: PubChem
GALK inh: blocks human galactokinase activity. P51570. Purified GALK, Kinase-Glo residual ATP luminescence. Potency, µM (doses to about 57.5 µM), inactives show at the highest dose activity change, negative = inhibition, hits mostly inhibitors. 270,000 tested, 0.007% active; also: potency is read from the fitted curve at half-maximal effect; % is scaled to controls: 0 for no effect and ±100 for the full control effect
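GALK at 5 nM final was combined with compound, 35 uM ATP and 100 uM galactose in HEPES pH8.0 with MgCl2 and DTT. The reaction ran one hour at room temperature before luminescent ATP detection.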
ASM inhibitor: inhibitors of human secretory acid sphingomyelinase; P17405; Potency, µM (highest dose often 57.5 µM), inactives show at the top dose activity change, negative = inhibition, usual class: inhibitors; placental ASM, HMU-PC fluorogenic substrate, 60 min; 340,000 tested, 0.006% active; also: potency is read from the fitted curve at half-maximal effect
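Human placenta-derived ASM enzyme was preincubated with compound for 10 minutes at room temperature, then given fluorogenic substrate HMU-PC0 (9 uM final) for 60 minutes at 37 °C; a pH 10 stop preceded fluorescence reading at Ex 386/Em 447 nm.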
USP2a inh: inhibitors of human ubiquitin-specific protease USP2a; O75604; USP2 core, Ub-CHOP2 coupled fluorogenic reporter, 485/531; Potency, µM (top dose mostly 38.3 µM), without a hit: top-dose activity change, negative = inhibition, most hits filed as inhibitors; 330,000 tested, 0.01% active;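 also: potency is read from the fitted curve at half-maximal effect; plate controls were DMSO wells for no effect and full inhibition by NEM control for full effect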
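Cell-free coupled assay: 10nM USP2 core preincubated 30min RT with compound in Tris-HCl pH 8.0/CaCl2/CHAPS buffer, then 25nM Ub-CHOP2 and 25nM reporter substrate; fluorescence (Ex 485/Em 531) read after 60min RT, normalized to NEM inhibition, concentration-response curves fitted.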
TSHR antagonist: human thyrotropin receptor antagonism; P16473; TSHR-expressing cells, TSH-stimulated cAMP HTRF, 2 h; hits give low values; activity change, negative = inhibition, % at 11.5 µM; 330,000 tested, 0.2% active; AID 504810;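 active = activity change below a set negative limit, meaning inhibition stronger than a set level, cut at about -70% in these data; inconclusive = activity change between two set negative limits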; also: % is scaled to controls: 0 for no effect and ±100 for the full control effect
Target sequence (P16473 whole entry, looked up): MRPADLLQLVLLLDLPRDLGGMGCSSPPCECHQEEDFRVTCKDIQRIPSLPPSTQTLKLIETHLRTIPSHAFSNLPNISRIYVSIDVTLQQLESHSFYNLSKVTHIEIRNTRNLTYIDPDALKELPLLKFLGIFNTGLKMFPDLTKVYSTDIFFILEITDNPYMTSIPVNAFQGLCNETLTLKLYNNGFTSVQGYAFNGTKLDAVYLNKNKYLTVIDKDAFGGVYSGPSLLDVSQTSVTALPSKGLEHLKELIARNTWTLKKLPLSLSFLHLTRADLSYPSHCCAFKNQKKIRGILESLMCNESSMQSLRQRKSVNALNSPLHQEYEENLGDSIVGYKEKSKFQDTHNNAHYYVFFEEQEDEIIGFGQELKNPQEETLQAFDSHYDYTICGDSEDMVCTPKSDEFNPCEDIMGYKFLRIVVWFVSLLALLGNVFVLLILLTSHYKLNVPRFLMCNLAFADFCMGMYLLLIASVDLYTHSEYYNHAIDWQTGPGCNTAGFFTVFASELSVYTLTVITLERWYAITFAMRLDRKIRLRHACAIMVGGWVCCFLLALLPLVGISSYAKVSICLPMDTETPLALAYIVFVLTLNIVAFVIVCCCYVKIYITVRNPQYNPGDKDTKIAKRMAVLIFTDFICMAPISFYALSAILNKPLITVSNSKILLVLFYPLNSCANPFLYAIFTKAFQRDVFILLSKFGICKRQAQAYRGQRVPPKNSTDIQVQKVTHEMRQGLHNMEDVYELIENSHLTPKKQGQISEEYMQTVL
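TSHR-expressing cells, 200/well, pre-treated with compound, then stimulated with EC80 TSH (4nM final) for 2 hours at 37 deg C. cAMP measured by competitive HTRF: anti-cAMP cryptate antibody in lysis buffer plus cAMP-d2, read after 30 minutes at room temperature.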
BCR signal inh: inhibitors of chronic active B-cell receptor signaling | ABC-DLBCL IkBa-CBG/CBR reporter, luminescence ratio, 4 h | Potency, µM (top dose mostly 46.1 µM), inactives show at the highest dose ratio change, negative = lower green/red ratio, hits mostly inhibitors | 340,000 tested, 0.05% active | AID 493014; active = well fitted inhibition curve with a large enough effect in the signal ratio, with a control signal flat, not every such curve was filed as active; inconclusive = small, poorly fitted or top-dose-only effect, or effect the other way, or a change in a side signal; the % refers to the signal ratio;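 also: potency is read from the fitted curve at half-maximal effect; plate controls were basal doxycycline-induced cells for no effect and cells given 10 µM MG132 for full effect; MG132 reads +100%, hits lower the ratio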
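Concentration-response series (up to 46 uM) were applied to TMD8 dual-reporter cells for 4 h at 37C with doxycycline. Green/red ratio, after filter-overlap correction, defined %Activity; red signal alone was normalised to basal cells and zero luminescence.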
PKM2 activator: activators of human pyruvate kinase M2; P14618; purified PKM2, Kinase-Glo ATP luminescence, activation; response scale: 0% is enzyme alone, no compound; Potency, µM (series often up to 57.5 µM), for the others: top-dose activation, usual class: activators; 260,000 tested, 0.34% active; also: potency is read from the fitted curve at half-maximal effect; % is scaled to controls: 0 for no effect and ±100 for the full control effect; nearly all actives have a fitted effect of over 55% in size
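Kinase-Glo luminescence reports ATP generated from ADP (0.1 mM) and PEP (0.5 mM) by purified hPK-M2 after 1 h at room temperature, pH 7.2 imidazole buffer; intermediate enzyme activity allows detecting inhibitors and activators.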
Menin-MLL TR inh: inhibitors of human menin-MLL interaction, mutant MLL peptide. Potency, µM (doses to about 61.6 µM), inactives show at the top dose FP activity change, negative = inhibition, usual class: inhibitors. Menin + Texas Red MLL mutant peptide, fluorescence polarization. 270,000 tested, 0.23% active; active = well fitted inhibition curve with a large enough effect in the polarisation, with a control signal flat, not every such curve was filed as active; inconclusive = small, poorly fitted or top-dose-only effect, or effect the other way, or a change in a side signal; inactive = no such curve, though single readings can be large or run the other way; the % refers to the polarisation; also: potency is read from the fitted curve at half-maximal effect; % of control where 0% means no effect; many of its hits are not listed in these tables
Mito fusion act: inhibitors of mitochondrial division or activators of mitochondrial fusion; S. cerevisiae fusion-defective mutant growth rescue, CellTiterGlo 48 h; Potency, µM (titrated, usually from 46.1 µM), for the others: at the highest dose growth rescue (activation), most hits filed as activators; 320,000 tested, 0.23% active;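 also: potency is read from the fitted curve at half-maximal effect; % of control where 0% means no effect; nearly all actives have a fitted effect of over 45% in size; temperature-sensitive fusion mutants such as fzo1-1 at 37 °C on non-fermentable ethanol glycerol medium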
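Compounds are tested for their ability to restore growth of mitochondrial fusion-defective yeast strains at non-permissive 37C in YPEG medium over 48 hours. Viability is quantified by luciferase luminescence.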
MBNL1-CUG inh: blocks human MBNL1 binding to CUG repeat RNA | Potency, µM (doses to about 57.5 µM), without a hit: top-dose activity change, negative = inhibition, hits mostly inhibitors | TR-FRET MBNL1-His/biotin-(CUG)12 binding, 665/545 ratio | 280,000 tested, 0.036% active | AID 2675; active = well fitted inhibition curve with a large enough effect in the signal ratio, with a control signal flat, not every such curve was filed as active; inconclusive = small, poorly fitted or top-dose-only effect, or effect the other way, or a change in a side signal; inactive = no such curve, though single readings can be large or run the other way; the % refers to the signal ratio; also: potency is read from the fitted curve at half-maximal effect; % is scaled to controls: 0 for no effect and ±100 for the full control effect
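Ratiometric TR-FRET (665 over 545 nm, excitation 340 nm) tracks disruption of MBNL1-His/biotin-(CUG)12 complex after 60 min at room temperature, with compounds at 92 nM to 58 uM final.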
hERG WT inh: KCNH2 (human, wildtype) channel inhibition. Q12809. activity change, % at 1.84 µM. AID 720551. 340,000 tested, 0.37% active. U2OS, BacMam KCNH2, thallium flux FluxOr; hits give low values;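 active = maximum activity change below -70%; inconclusive = maximum activity change between -70% and -50%; inactive = maximum activity change above -50%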; also: % is scaled to controls: 0 for no effect and ±100 for the full control effect
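U2OS cells transduced with wild-type KCNH2 virus are loaded with FluxOr dye for 45 min, and thallium flux is measured in kinetic reads before and after stimulation buffer. Rate constants are normalized to DMSO controls.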
Eya2 inh: inhibitors of human Eya2 phosphatase activity; O00167; recombinant Eya2, OMFP fluorescence dephosphorylation (OMFP is methylfluorescein phosphate); Potency, µM (titrated, usually from 76.9 µM), for the others: at the top dose activity, negative = inhibition, hits mostly inhibitors; 330,000 tested, 0.006% active; AID 488837; also: potency is read from the fitted curve at half-maximal effect; % is scaled to controls: 0 for no effect and ±100 for the full control effect
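Eya2 (0.2 uM) preincubated 10 min at ambient with compound, then OMFP substrate added at 50 uM; 10 min reaction in 50 mM HEPES pH 7.5, 50 mM NaCl, 5 uM MgCl2, 0.05% BSA, 1 mM DTT. Fluorescence read at Ex 485/Em 525 nm.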
* = called active by the depositor; ? = inconclusive; . = no result given; & = joins results of further samples; [ ] = dose if it differs, or a comment. Unless noted, calls follow the shape of the dose curve; as a rule, active = well fitted curve in the direction sought with a large enough effect; inconclusive = small, poorly fitted or top-dose-only effect, or another doubt; inactive = no such curve, though single readings can be large; an effect the other way counts as inactive or inconclusive. These rows are one share of the data; the hit share may differ from the screen's.

SMILES	GALK inh	ASM inhibitor	USP2a inh	TSHR antagonist	BCR signal inh	PKM2 activator	Menin-MLL TR inh	Mito fusion act	MBNL1-CUG inh	hERG WT inh	Eya2 inh
Cc1ccc(O)c(C(=O)c2cc(C#N)c(=O)n(-c3nccs3)c2)c1	0%	6%	?	-1	?	-17%	?	0%	?	-4	11%
Cc1ccc(C(=O)COC(=O)CCC(=O)Nc2cccc(Cl)c2)cc1[N+](=O)[O-]	3%	-15%	0%	9	?	3%	0%	1%	14%	1	-6%
O=C(O)c1ccc2[nH]c3c(c2c1)CCCC3	-3%	10%	1%	-7	?	0%	0%	7%	-1%	16	-12%
O=C(c1cccs1)N1N=C(c2ccc(O)cc2)CC1c1ccccc1 (stereo not drawn)	1%	-3%	-1%	31	?	-1%	17%	?	11%	-6	-11%
Cc1csc(NC(=O)c2cc(-c3ccco3)nc3ccccc23)n1	-3%	-2%	-22%	20	?	-7%	?	-4%	1%	-2	0%
Cc1ccc2cccc(Oc3ncnc4scc(-c5ccccc5)c34)c2n1	2%	-13%	1%	-84*	12%	-15%	-2%	5%	6%	6	4%
c1ccc(-c2n[nH]c(-c3ccccc3)c2-c2nc3ccccc3[nH]2)cc1	-5%	-4%	-1%	-7	-2%	4%	-19%	-1%	-2%	3	-16%
CSCCC(NC(=O)/C(=C/c1ccco1)NC(=O)c1ccc(Br)o1)C(=O)O (stereo not drawn)	-1%	-2%	2%	-4	2%	.	19%	4%	6%	-6	9%
Cn1c2ccc(F)cc2c2ncn(Cc3ccco3)c(=O)c21	1%	-1%	3%	4	?	30%	-2%	3%	3%	-15	18%
C/C(Cl)=C/Cn1c(SCCN2CCOCC2)nc2c1c(=O)[nH]c(=O)n2C	0%	1%	0%	5	4%	-4%	-13%	0%	-2%	1	2%
CCOC(=O)N1CCN(C(=O)c2ccc3c(=O)n(-c4ccc(OC)cc4)c(=S)[nH]c3c2)CC1	2%	6%	-8%	-2	-3%	?	1%	-1%	-6%	4	11%
CCCCn1c(CCn2nc(C)c(Br)c2C)n[nH]c1=S	0%	0%	2%	-3	-4%	-4%	-7%	-4%	-4%	-3	-6%
Cc1ccc(N(CC(=O)NCc2ccc(F)cc2)C(=O)CCC(=O)Nc2ccccn2)cc1C	-3%	-1%	-1%	-8	-2%	4%	13%	0%	-1%	-3	2%
Cc1cc(C(=O)N2CCN(CCc3ccccc3)CC2)no1	-6%	1%	2%	16	?	-1%	-5%	0%	-13%	-20	-4%
O=[N+]([O-])c1ccc(-c2nc(NCc3cccnc3)c3ccccc3n2)cc1	.	3%	2%	-4	?	.	?	8%	22%	5	2%
COc1ccc(S(=O)(=O)N(C)C)cc1NC(=O)CSc1nnc(-c2cccnc2)o1	0%	2%	1%	1	?	3%	-5%	-2%	-7%	4	0%
O=C(COC(=O)c1ccc2ncsc2c1)NC(=O)c1ccccc1	-3%	0%	1%	3	-11%	7%	-1%	4%	8%	-11	7%
CC1Cc2nc(SCC(=O)OCc3ccccc3)n(C)c(=O)c2S1 (stereo not drawn)	0%	4%	-1%	-11	6%	-10%	-16%	13%	-8%	-14	-1%
CCCOc1ccc(C(=O)NCc2cccnc2)cc1	0%	0%	1%	6	-3%	-1%	5%	-1%	-1%	19	13%
COC(=O)c1nn(-c2ccc3c(c2)OCO3)cc1O	6%	5%	0%	-10	-7%	-40%	8%	0%	-2%	10	11%
CN(Cc1ncc[nH]1)Cc1cn(-c2ccccc2)nc1-c1ccc2c(c1)OCO2	0%	2%	0%	0	-10%	1%	.	-3%	12%	-7	-5%
CC(Sc1nnc(CNC(=O)c2ccco2)n1C)C(=O)Nc1nccs1 (stereo not drawn)	-2%	4%	0%	2	-3%	.	-17%	-4%	5%	-5	-3%
O=C(Nc1ccc(F)cc1)C(c1ccccc1)N1CCN(CC(=O)N2CCOCC2)CC1 (stereo not drawn)	.	-5%	1%	-18	1%	.	.	1%	.	39	-6%
Cc1cc(C(F)F)nn1CC(=O)N1CCSCC1	-2%	6%	7%	-4	5%	7%	-11%	-5%	3%	-7	1%
CN(Cc1ccccc1)C(=O)CCS(=O)(=O)c1ccc2c(c1)NC(=O)CS2	6%	8%	-1%	1	1%	-1%	3%	5%	2%	-3	7%
COc1cc(NS(=O)(=O)c2ccc(NC(=S)NC(=O)c3ccc(F)cc3)cc2)nc(OC)n1	-1%	-5%	-1%	-22	10%	.	31%[activator]	10%	1%	7	-29%
COc1cccc(CNS(=O)(=O)c2ccc(S(=O)(=O)N3CCCC3)cc2)c1	0%	9%	-5%	64	0%	10%	?	2%	?	0	6%
CC(Oc1ccc(Br)cc1)C(=O)Nc1cc(S(=O)(=O)N2CCOCC2)ccc1N1CCCC1 (stereo not drawn)	.	-6%	-1%	-12	0%	.	.	4%	.	24	7%
COc1ccc(OC)c(NC(=O)C2CCN(C(=O)c3cccs3)CC2)c1	9%	2%	5%	-5	0%	-1%	?	-2%	-4%	-7	-7%
CCC1=C(OC(=O)N(CC)CC)N2C(=O)OC(=NCCOC)[C@]2(Cc2ccccc2)[C@H]2C1=CC[C@H]1C(=O)N(C)C(=O)[C@H]12	-2%	-2%	-2%	19	-16%	5%&-16%	-2%	10%	2%	.	3%
COc1ccc(CNC(=S)NCc2ccc(F)cc2)cc1	-3%	0%	-1%	0	?	2%	.	-15%	5%	-7	-7%
CC(=O)N1N=C(c2cccs2)CC1c1cc2cc(C)ccc2nc1Cl (stereo not drawn)	-1%	3%	0%	8	3%	-4%	.	15%	-5%	0	-28%
O=C(O)CCC(=O)N1CC=C(c2ccccc2)CC1	0%	2%	2%	3	-5%	4%	?	0%	9%	3	16%
Cc1cc(Cl)c(OCCCCN2CCOCC2)c(Br)c1	0%	3%	1%	6	?	7%	10%	-6%	-15%	12	-2%
Cc1nc(Nc2nc(CSc3nc4ccccc4[nH]3)cc(=O)[nH]2)nc2ccccc12	3%	-6%	0%	-23	?	1%	10%	-2%	-23%	-1	-7%
Cc1nc(Nc2ccc(C(=O)O)cc2)nc(Nc2ccc(C(=O)O)cc2)c1[N+](=O)[O-]	-16%	-3%	0%	-6	?	-3%	?	-2%	?	.	10%
COc1ccccc1OCCNC(=O)CSC(=S)N1CCCC1	.	2%	-1%	0	-7%	.	.	-2%	.	4	37%
CCOc1ccc(CCNC(=O)COC(=O)c2cccc(OC)c2O)cc1OCC	6%	-2%	1%	7	-2%	-3%	-8%	-2%	-7%	-10	3%
COc1cccc(/C=C/C(=O)OCC(=O)NCc2ccc3c(c2)OCO3)c1	.	-1%	1%	-1	1%	.	.	.	.	2	1%
O=C1OCCN1CCN(CN1C(=O)CCC1=O)CN1C(=O)CCC1=O	2%	-2%	-1%	-2	-2%	13%	3%	3%	-7%	-11	-14%
CCOc1ccccc1N1CCN(C(=O)Nc2ccc(F)c(Cl)c2)CC1	-1%	-7%	4%	-5	?	-4%	-1%	1%	-7%	-3	6%
COc1ccc(NS(=O)(=O)c2cccc(C(=O)NNC(=O)COc3ccccc3)c2)cc1	.	-1%	-1%	7	7%	.	.	1%	.	-2	6%
Cc1ccnc(NC(=O)c2ccc(COc3ccc(Cl)cc3)o2)c1	0%	-6%	1%	-14	?	0%	18%	9%	11%	7	-21%
Cc1cccc(C)c1CC(=O)N1CCOCC1	6%	2%	1%	-4	1%	7%[11.5 µM]	-1%	4%	2%	5	-4%
Cc1oc(-c2ccccc2F)nc1CN1CCC(C(=O)NC2CCCc3ccccc32)CC1 (stereo not drawn)	-3%	5%	-1%	-4	1%	-6%	-4%	-4%	3%	22	-19%
CC(C)(C)C(=O)OCCNc1nc(-c2ccccc2)nc2ccccc12	0%	3%	1%	-34	?	0%	?	?	-10%	-3	-11%
